SMARCA2 act: SMARCA2 (BRM) function activators, primary screen, cell-based, luminescence, high throughput. MG213 cells, MMTV-luciferase reporter, dexamethasone, overnight. activation, % at 9.1 µM. 370,000 tested, 1% active; in the data active means activation above about 7.8%;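 further: 0% = vehicle wells and 100% = reference activator wells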
HTRA1 inh: HTRA1 serine protease inhibitors, primary screen, biochemical, fluorescence polarization, HTS; Q92743; recombinant HTRA1, FP-rhodamine activity-based probe; inhibition, % at 5.96 µM; 340,000 tested, 0.5% active; AID 504803, 2011; in the data active means inhibition above about 36%;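 further: 0% = enzyme with DMSO and 100% = wells lacking enzyme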
GC-A act: GC-A stimulated cGMP production enhancers – HEK293 GC-A cells, cGMP TR-FRET, EC30 ANP, primary screen; 370,000 tested, 0.14% active; activation, % at 10 µM; Atrial natriuretic peptide receptor 1 (Homo sapiens), P16066; 0% at EC30 ANP, 100% saturating ANP; in the data active means activation above about 40%
ASAP1 inh: inhibitors of human ASAP1 ArfGAP activity, primary screen, biochemical, fluorescence polarization; Arf-GAP with SH3 domain, ANK repeat and PH domain-containing protein 1 (Homo sapiens), …; 360,000 tested, 0.19% active; ASAP1-stimulated ARF1 GTP hydrolysis, GDP FP detection; AID 624377, 2012; inhibition, % at 16.5 µM; in the data active means inhibition above about 25%;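 further: 0% = vehicle with enzyme and substrate and 100% = no enzyme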
PG9 binder: binders of HIV-1 gp120 antibody PG9, primary screen, biochemical, TR-FRET; TR-FRET gp120-PG9 antibody binding; inhibition, % at 6.7 µM; 360,000 tested, 0.43% active; AID 624416, 2012; in the data active means inhibition above about 8.5%
NR1D1 modulator: modulators of Rev-erb alpha DNA binding, primary screen, biochemical, FITC-DNA, fluorescence polarization, uHTS; Nuclear receptor subfamily 1 group D member 1 (Homo sapiens), P20393; Rev-erbα–FITC-DNA binding, 90 min; activity, % at 10 µM; 370,000 tested, 0.79% active;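 active means activity above about 14%, limit read from the data; passing the limit was not always enough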;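 further: 0% = DMSO wells with 35 nM protein and 100% = DMSO wells with 750 nM protein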
ABHD4 inh: ABHD4 inhibitors, primary screen, biochemical, fluorescence polarization, mouse. (Lyso)-N-acylphosphatidylethanolamine lipase (Mus musculus), Q8VD66. purified mABHD4, FP-Rh probe fluorescence polarization. 370,000 tested, 0.54% active. inhibition, % at 8.92 µM;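 active means inhibition exceeding the mean over every tested compound plus 3 SD, cut at about 30% in these data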;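 further: 0% = plate median of compound wells and 100% = S159A mutant with DMSO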
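Test system: mABHD4 protein; Read-out basis: % inhibition; Incubation: 45 min + 60 min at 25 °C; Repeats: single replicate; Technique: fluorescence polarization with parallel and perpendicular emission, 525/598 nm; Compound: 8.92 µM, single dose; Benchmarks: full inhibition S159A mutant plus DMSO, zero as sample-well median.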
ARFGAP1 inh: inhibitors of rat ARFGAP1 GAP activity, primary screen, biochemical, fluorescence polarization, GDP tracer | 360,000 tested, 0.26% active | Arfgap1-stimulated ARF1 GTP hydrolysis, GDP FP detection | ADP-ribosylation factor GTPase-activating protein 1 (Rattus norvegicus), Q62848 | AID 651572, 2012 | inhibition, % at 16.5 µM;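 active means inhibition above a per-plate limit, mean inhibition of low control wells plus 3 SD, cut at about 25% in these data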;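 further: 0% = DMSO wells with enzyme and 100% = wells lacking Arfgap1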
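System: truncated rat Arfgap1 GAP domain / Medium: HEPES-based buffer, pH 7.5 / Also added: N-terminally truncated human ARF1-GTP substrate / Incubation: enzyme reaction 120 min at 25 °C after 20 min preincubation / Measured by: FP of antibody-bound GDP Alexa 633 tracer, ex 620/em 688 nm / Replicates: singlicate, each compound tested once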
GC-B act: human GC-B receptor activators, primary screen, HEK293 GC-B cells, cGMP TR-FRET, EC30 CNP; 370,000 tested, 0.11% active; AID 1920062, 2024; Atrial natriuretic peptide receptor 2 (Homo sapiens), P20594; activation, % at 10 µM; 0% at EC30 CNP, 100% saturating CNP;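 active means activation at 10 µM reaching about 35% in either raw or pattern-adjusted values, limit read from the data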
Target sequence (P20594 whole entry, looked up): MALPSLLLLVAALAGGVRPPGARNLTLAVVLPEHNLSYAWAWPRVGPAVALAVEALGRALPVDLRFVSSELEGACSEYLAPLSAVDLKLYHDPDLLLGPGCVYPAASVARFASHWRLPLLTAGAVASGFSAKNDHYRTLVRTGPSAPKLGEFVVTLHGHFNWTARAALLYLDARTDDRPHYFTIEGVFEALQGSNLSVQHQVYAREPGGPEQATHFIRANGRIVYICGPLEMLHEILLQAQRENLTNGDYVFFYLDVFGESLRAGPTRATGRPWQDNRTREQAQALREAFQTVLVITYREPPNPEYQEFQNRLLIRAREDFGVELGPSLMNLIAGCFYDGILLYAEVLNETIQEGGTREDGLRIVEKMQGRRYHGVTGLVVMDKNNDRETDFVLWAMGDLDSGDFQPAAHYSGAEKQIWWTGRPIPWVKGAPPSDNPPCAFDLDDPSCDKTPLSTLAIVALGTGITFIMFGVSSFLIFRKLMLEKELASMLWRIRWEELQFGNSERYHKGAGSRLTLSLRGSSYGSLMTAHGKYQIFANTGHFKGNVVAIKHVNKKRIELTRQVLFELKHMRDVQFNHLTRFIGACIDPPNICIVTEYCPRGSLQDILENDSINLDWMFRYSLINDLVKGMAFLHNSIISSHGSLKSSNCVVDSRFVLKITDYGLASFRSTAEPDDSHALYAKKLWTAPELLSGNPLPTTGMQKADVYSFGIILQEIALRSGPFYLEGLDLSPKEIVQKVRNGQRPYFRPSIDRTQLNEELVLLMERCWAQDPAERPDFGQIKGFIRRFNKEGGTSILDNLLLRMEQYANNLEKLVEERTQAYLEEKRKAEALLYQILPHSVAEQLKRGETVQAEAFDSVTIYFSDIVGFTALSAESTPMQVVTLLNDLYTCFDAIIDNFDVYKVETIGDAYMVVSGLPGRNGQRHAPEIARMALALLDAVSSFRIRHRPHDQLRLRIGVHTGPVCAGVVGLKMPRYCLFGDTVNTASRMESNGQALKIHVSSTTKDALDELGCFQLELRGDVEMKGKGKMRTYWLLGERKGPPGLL
rCAG binder: binders of r(CAG) RNA repeats, primary screen, biochemical, fluorescence; inhibition, % at 3 µM; r(CAG) RNA repeat, TO-PRO-1 dye displacement fluorescence; 370,000 tested, 1.3% active;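 active means inhibition above the plate cutoff, the mean of all test compounds on that plate plus 3 SD, cut at about 35% in these data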;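 further: 0% = DMSO alone and 100% = 100 µM mitoxantrone as full dye displacement; higher means more dye released from RNA so lower well fluorescence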
* = called active by the depositor.

1) N#C/C(=C\c1ccc(OC(=O)c2cccs2)cc1)c1nc2ccccc2[nH]1
2) O=C(OCC(=O)N1CCCCC1)c1c[nH]c2ccccc12
3) CC1CCCC(C)N1C(=O)CCN1C(=O)C2C3C=CC(C3)C2C1=O (stereo unspecified)
4) C=CCn1c(SCC(=O)Nc2cc(C)cc(C)c2)nnc1-c1cnccn1
5) COc1ccc(N2CCN(C(=O)c3ccccc3F)CC2)c([N+](=O)[O-])c1
6) COc1ccc(/C=C/C(=O)NCCCN2CCCCCC2)cc1
7) Cc1cc(NC(=O)c2c([N+](=O)[O-])c(C)nn2C)no1

Compound | 1 | 2 | 3 | 4 | 5 | 6 | 7
SMARCA2 act | 13* | 7.8* | 0 | -1 | 2 | 0 | 0
HTRA1 inh | -5 | 1 | 2 | -6 | 7 | 1 | 4
GC-A act | 2 | 1 | 6 | -22 | -2 | 0 | 0
ASAP1 inh | 3 | 13 | -11 | -2 | 7 | 4 | 2
PG9 binder | 0.0 | -1.4 | 1.2 | -0.1 | 0.4 | 1.2 | -1.0
NR1D1 modulator | -3 | 5 | 1 | 6 | -4 | 1 | 0
ABHD4 inh | -6 | -2 | 6 | -16 | -2 | 7 | 5
ARFGAP1 inh | 8 | -2 | 9 | -4 | -7 | -1 | 2
GC-B act | -6 | 4 | 1 | -18 | -3 | 1 | 4
rCAG binder | 8 | -1 | -1 | 8 | -5 | -1 | -1

Three compounds from above, sorted by heavy-atom count, lowest first.
3) CC1CCCC(C)N1C(=O)CCN1C(=O)C2C3C=CC(C3)C2C1=O (stereo unspecified)
5) COc1ccc(N2CCN(C(=O)c3ccccc3F)CC2)c([N+](=O)[O-])c1
4) C=CCn1c(SCC(=O)Nc2cc(C)cc(C)c2)nnc1-c1cnccn1

Compound | 3 | 5 | 4
SMARCA2 act | 0 | 2 | -1
HTRA1 inh | 2 | 7 | -6
GC-A act | 6 | -2 | -22
ASAP1 inh | -11 | 7 | -2
PG9 binder | 1.2 | 0.4 | -0.1
NR1D1 modulator | 1 | -4 | 6
ABHD4 inh | 6 | -2 | -16
ARFGAP1 inh | 9 | -7 | -4
GC-B act | 1 | -3 | -18
rCAG binder | -1 | -5 | 8

Laid out differently: results already given
| nr | Structure | SMARCA2 act | HTRA1 inh | GC-A act | ASAP1 inh | PG9 binder | NR1D1 modulator | ABHD4 inh | ARFGAP1 inh | GC-B act | rCAG binder |
| --- | --- | --- | --- | --- | --- | --- | --- | --- | --- | --- | --- |
| 4 | C=CCn1c(SCC(=O)Nc2cc(C)cc(C)c2)nnc1-c1cnccn1 | -1 | -6 | -22 | -2 | -0.1 | 6 | -16 | -4 | -18 | 8 |
| 5 | COc1ccc(N2CCN(C(=O)c3ccccc3F)CC2)c([N+](=O)[O-])c1 | 2 | 7 | -2 | 7 | 0.4 | -4 | -2 | -7 | -3 | -5 |
| 6 | COc1ccc(/C=C/C(=O)NCCCN2CCCCCC2)cc1 | 0 | 1 | 0 | 4 | 1.2 | 1 | 7 | -1 | 1 | -1 |

Along the list, from the results shown.
GC-A act for nos. 3 to 6 → 6, -22, -2, 0
ARFGAP1 inh for nos. 3 to 6 → 9, -4, -7, -1
GC-B act for nos. 3 to 6 → 1, -18, -3, 1
